Assay outcomes: PubChem BioAssay, several laboratories
TWEAK-Fn14 inh: inhibitors of TWEAK-Fn14 interaction signaling; TWEAK-stimulated Fn14 reporter cells, luciferase luminescence, 8 h; inhibition, % at 10 µM; 2% of 360,000 active; in the data active = inhibition above about 50%
NCOA2 inhibitor: human SRC2 (NCOA2) inhibition. HEK293 GAL4-SRC2 luciferase reporter, luminescence. AID 651957. 0.17% of 370,000 active. inhibition, % at 9 µM. Q15596;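 active = inhibition above the mean inhibition of all tested compounds plus 3 SD, set per campaign, cut at about 52% in these data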;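 also: 0% = DMSO treated cells and 100% = cells given Gossypol at 36 µM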
TROY NFkB inh: TROY signaling inhibition; inhibition, % at 10 µM; AID 1347056; 0.98% of 360,000 active; Q293 LMP1-TROYcd NF-kB luciferase reporter, 4 h;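 active = compounds whose plate-normalised and pattern-corrected inhibition of the luciferase reporter signal at the single screening dose is 50% or more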
LRH-1 inv ag: inverse agonists of human LRH-1 (NR5A2); HEK293T StAR-luciferase reporter, LRH-1 transfected, 24 h; inhibition, % at 3.6 µM; 0.13% of 360,000 active; AID 602396;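 active = inhibition above the mean inhibition of all tested compounds plus 3 SD, cut at about 73% in these data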;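 also: 0% = DMSO wells and 100% = reporter-only cells lacking LRH-1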
TLR9-MyD88 inh: inhibitors of human TLR9-MyD88 binding | 0.21% of 340,000 active | CHO BLA complementation TLR9-MyD88, CCF4 FRET ratio | AID 504734 | inhibition, % at 4.98 µM;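 active = inhibition above the mean over all tested compounds plus 3 SD, cut at about 21% in these data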;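 also: 0% = DMSO only wells and 100% = clavulanate BLA inhibitor control wells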
C8 TRAIL sens: caspase-8 TRAIL sensitization. inhibition (viability loss, TRAIL sensitization), % at 10 µM. 1% of 360,000 active. NB7+C8 cells + TRAIL, ATPlite viability luminescence;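 active = compounds causing at least 50% loss of cell viability in the single-dose screen, relative to plate controls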
NOD2-RIPK2 inh: inhibitors of human NOD2-RIPK2 interaction; O43353; CHO BLA complementation NOD2-RIPK2, CCF4 ratio; inhibition, % at 4.98 µM; 0.38% of 360,000 active; AID 624267; in the data active = inhibition above about 21%;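 also: 0% = vehicle only and 100% = reference blocker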
COUP-TFII inh: NR2F2 (human) inhibition, primary screen; P24468; HEK293T NGFI-A luciferase reporter, luminescence; inhibition, % at 8.6 µM; 0.7% of 370,000 active; AID 686940;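 active = inhibition above a per-plate cutoff, mean inhibition of test wells between control levels plus 3 SD, cut at about 38% in these data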;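 also: cells cotransfected with COUP-TFII expression vector driving the NGFI-A reporter; 0% = median of COUP-TF2 test wells and 100% = reporter-only cells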
EBV LMP1 NFkB: Epstein-Barr LMP1 NF-kappaB reporter inhibition; 0.69% of 350,000 active; LMP1-induced NF-kappaB luciferase reporter cells, luminescence; AID 504558; inhibition, % at 12.5 µM; in the data active = inhibition above about 41%;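 also: 0% = neutral control wells and 100% = reference inhibitor control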
SRC3 inh: inhibitors of human steroid receptor coactivator 3 (SRC3) | 0.17% of 360,000 active | AID 588352 | Q9Y6Q9 | inhibition, % at 3.6 µM | HEK293 GAL4-SRC3 luciferase reporter, luminescence;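 active = inhibition above a per-campaign cutoff, the mean of all compounds plus 3 SD, cut at about 60% in these data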;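 also: 0% = DMSO-treated cells and 100% = gossypol-treated cells at 36 µM; higher means less SRC3-driven luciferase light from the GAL4 reporter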
Target sequence (Q9Y6Q9 whole entry, looked up, the tested form may be a part): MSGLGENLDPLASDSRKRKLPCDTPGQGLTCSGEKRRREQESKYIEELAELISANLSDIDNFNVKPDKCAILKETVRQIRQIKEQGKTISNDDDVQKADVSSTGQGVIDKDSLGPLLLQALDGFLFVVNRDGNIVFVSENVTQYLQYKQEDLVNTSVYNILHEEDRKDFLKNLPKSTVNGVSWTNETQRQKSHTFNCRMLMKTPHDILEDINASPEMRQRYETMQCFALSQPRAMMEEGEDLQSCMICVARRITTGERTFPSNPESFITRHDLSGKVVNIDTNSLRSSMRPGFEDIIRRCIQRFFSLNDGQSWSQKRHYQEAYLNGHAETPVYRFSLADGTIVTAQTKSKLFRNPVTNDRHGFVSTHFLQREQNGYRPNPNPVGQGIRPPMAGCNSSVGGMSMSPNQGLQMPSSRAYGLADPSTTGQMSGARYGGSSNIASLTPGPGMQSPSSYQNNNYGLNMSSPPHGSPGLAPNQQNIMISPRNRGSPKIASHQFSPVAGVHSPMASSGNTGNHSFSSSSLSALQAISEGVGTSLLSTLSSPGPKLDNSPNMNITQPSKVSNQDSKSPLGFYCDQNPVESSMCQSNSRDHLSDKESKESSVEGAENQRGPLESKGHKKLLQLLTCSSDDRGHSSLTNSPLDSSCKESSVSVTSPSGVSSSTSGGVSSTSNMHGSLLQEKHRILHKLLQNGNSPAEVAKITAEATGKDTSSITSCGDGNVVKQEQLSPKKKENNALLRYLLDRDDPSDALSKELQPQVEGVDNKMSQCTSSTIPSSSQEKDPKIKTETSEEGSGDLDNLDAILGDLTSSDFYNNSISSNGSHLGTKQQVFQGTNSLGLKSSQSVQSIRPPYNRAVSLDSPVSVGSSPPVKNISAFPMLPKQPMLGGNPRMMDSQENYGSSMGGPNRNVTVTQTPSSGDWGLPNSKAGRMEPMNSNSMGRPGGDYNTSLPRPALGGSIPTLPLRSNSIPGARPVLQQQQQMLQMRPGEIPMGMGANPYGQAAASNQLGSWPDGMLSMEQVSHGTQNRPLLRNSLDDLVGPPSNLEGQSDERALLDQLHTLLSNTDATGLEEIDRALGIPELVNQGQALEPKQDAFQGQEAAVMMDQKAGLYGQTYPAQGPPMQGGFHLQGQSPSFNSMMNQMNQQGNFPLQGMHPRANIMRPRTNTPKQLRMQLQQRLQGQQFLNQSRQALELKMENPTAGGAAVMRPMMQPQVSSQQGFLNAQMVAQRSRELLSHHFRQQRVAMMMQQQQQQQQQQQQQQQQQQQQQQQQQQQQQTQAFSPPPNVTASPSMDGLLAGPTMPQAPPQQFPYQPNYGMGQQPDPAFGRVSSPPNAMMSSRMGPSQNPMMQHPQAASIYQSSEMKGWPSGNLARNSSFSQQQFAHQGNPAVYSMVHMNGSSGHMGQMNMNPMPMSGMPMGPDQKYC
NCOA1 inh: human NCOA1 inhibition; Q15788; HEK293 GAL4-SRC1 luciferase reporter, luminescence; inhibition, % at 3.6 µM; 0.12% of 360,000 active;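 active = inhibition above the campaign mean plus 3 SD, with each screening campaign given its own cutoff, cut at about 60% in these data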;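 also: 0% = DMSO treated cells and 100% = gossypol at 36 µM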
An asterisk follows results filed as active. Not all compounds are listed; count on the stated rates, not on these rows.

What do the screens show for `O=C(NCCN1CCOCC1)c1ccc2c(c1)ncn2C1CCCC1`?
TWEAK-Fn14 inh: -36; NCOA2 inhibitor: -24; TROY NFkB inh: -5; LRH-1 inv ag: -3; TLR9-MyD88 inh: 3; C8 TRAIL sens: -7; NOD2-RIPK2 inh: -1; COUP-TFII inh: -12; EBV LMP1 NFkB: -6; SRC3 inh: -3; NCOA1 inh: -6

Results for CC(=O)OC1(C(C)=O)CCC2C3CC(Cl)C4=CC(=O)CCC4(C)C3CCC21C (configuration not stated) ?
TWEAK-Fn14 inh: -11; NCOA2 inhibitor: 5; TROY NFkB inh: 9; LRH-1 inv ag: 6; TLR9-MyD88 inh: 5; C8 TRAIL sens: -10; NOD2-RIPK2 inh: 7; COUP-TFII inh: -30; EBV LMP1 NFkB: 3; SRC3 inh: -28; NCOA1 inh: -11

What do the screens show for `CCOc1ccc(NC(=O)c2cc3cc4ccc(OC)cc4nc3o2)cc1`?
TWEAK-Fn14 inh: 5; NCOA2 inhibitor: 1; TROY NFkB inh: 5; LRH-1 inv ag: 2; TLR9-MyD88 inh: -3; C8 TRAIL sens: -6; NOD2-RIPK2 inh: -7; COUP-TFII inh: 5; EBV LMP1 NFkB: 8; SRC3 inh: -4; NCOA1 inh: 14

How did Cc1no[n+]([O-])c1COc1cccc(/C=C2\N=C(c3ccccc3)OC2=O)c1 do in these assays?
TWEAK-Fn14 inh: -7; NCOA2 inhibitor: 3; TROY NFkB inh: 8; LRH-1 inv ag: 10; TLR9-MyD88 inh: 1; C8 TRAIL sens: 3; NOD2-RIPK2 inh: -7; COUP-TFII inh: 9; EBV LMP1 NFkB: -7; SRC3 inh: 9; NCOA1 inh: -6

Results for O=C(CSc1nnc(-c2ccc(F)cc2)o1)c1ccc2c(c1)OCCO2 ?
TWEAK-Fn14 inh: -11; NCOA2 inhibitor: 4; TROY NFkB inh: -12; LRH-1 inv ag: 15; TLR9-MyD88 inh: 11; C8 TRAIL sens: -21; NOD2-RIPK2 inh: 0; COUP-TFII inh: -10; EBV LMP1 NFkB: -21; SRC3 inh: 11; NCOA1 inh: 2

Results for Cc1noc(C)c1CSCC(=O)Nc1ccccc1N1CCCC1 ?
TWEAK-Fn14 inh: 0; NCOA2 inhibitor: -22; TROY NFkB inh: 11; LRH-1 inv ag: -6; TLR9-MyD88 inh: 11; C8 TRAIL sens: 3; NOD2-RIPK2 inh: -5; COUP-TFII inh: -5; EBV LMP1 NFkB: 3; SRC3 inh: 2; NCOA1 inh: 0

Results for O=S(=O)(c1ccc(Br)cc1)N1CCCN(Cc2cccc(F)c2)CC1 ?
TWEAK-Fn14 inh: -14; NCOA2 inhibitor: 10; TROY NFkB inh: 0; LRH-1 inv ag: -10; TLR9-MyD88 inh: -1; C8 TRAIL sens: 6; NOD2-RIPK2 inh: -4; COUP-TFII inh: 8; EBV LMP1 NFkB: -15; SRC3 inh: 12; NCOA1 inh: -6

What do the screens show for `CCOC(=O)N1CCC(NC(=O)c2cc(C(=O)Nc3cccc(C(F)(F)F)c3)ccc2CO)CC1`?
TWEAK-Fn14 inh: 16; NCOA2 inhibitor: 15; TROY NFkB inh: 31; LRH-1 inv ag: 2; TLR9-MyD88 inh: -2; C8 TRAIL sens: 16; NOD2-RIPK2 inh: -10; COUP-TFII inh: 32; EBV LMP1 NFkB: 13; SRC3 inh: -3; NCOA1 inh: 17

What do the screens show for `COc1ccc(C(=O)NNS(=O)(=O)c2ccc(C)cc2)cc1`?
TWEAK-Fn14 inh: 3; NCOA2 inhibitor: -8; TROY NFkB inh: -2; LRH-1 inv ag: 9; TLR9-MyD88 inh: -6; C8 TRAIL sens: -1; NOD2-RIPK2 inh: -9; COUP-TFII inh: 6; EBV LMP1 NFkB: 4; SRC3 inh: 11; NCOA1 inh: -1

What do the screens show for `Cc1ccc(/C(O)=C2/C(=O)C(=O)N(c3ccccn3)C2c2cccc([N+](=O)[O-])c2)cc1` (configuration not stated)?
TWEAK-Fn14 inh: -7; NCOA2 inhibitor: -43; TROY NFkB inh: 2; LRH-1 inv ag: 19; TLR9-MyD88 inh: 4; C8 TRAIL sens: -3; NOD2-RIPK2 inh: -4; COUP-TFII inh: 11; EBV LMP1 NFkB: 5; SRC3 inh: -1; NCOA1 inh: 9

Results for CC(NCC(c1ccco1)N1CCCCC1)C(=O)NC1CCCC1 (configuration not stated) ?
TWEAK-Fn14 inh: 11; NCOA2 inhibitor: 18; TROY NFkB inh: 2; LRH-1 inv ag: -1; TLR9-MyD88 inh: -4; C8 TRAIL sens: 5; NOD2-RIPK2 inh: -6; COUP-TFII inh: -12; EBV LMP1 NFkB: 6; SRC3 inh: 22; NCOA1 inh: 13

Results for C=CCC1(CC=C)CCCN1Cc1nc(COc2ccccc2)no1 ?
TWEAK-Fn14 inh: -17; NCOA2 inhibitor: 16; TROY NFkB inh: 3; LRH-1 inv ag: -24; TLR9-MyD88 inh: 0; C8 TRAIL sens: 9; NOD2-RIPK2 inh: -7; COUP-TFII inh: 20; EBV LMP1 NFkB: 4; SRC3 inh: 1; NCOA1 inh: 1

Filtered by structure, the entries above containing a furan ring, fused or not (2)
What do the screens show for `CCOc1ccc(NC(=O)c2cc3cc4ccc(OC)cc4nc3o2)cc1`?
TWEAK-Fn14 inh: 5; NCOA2 inhibitor: 1; TROY NFkB inh: 5; LRH-1 inv ag: 2; TLR9-MyD88 inh: -3; C8 TRAIL sens: -6; NOD2-RIPK2 inh: -7; COUP-TFII inh: 5; EBV LMP1 NFkB: 8; SRC3 inh: -4; NCOA1 inh: 14

Results for CC(NCC(c1ccco1)N1CCCCC1)C(=O)NC1CCCC1 (configuration not stated) ?
TWEAK-Fn14 inh: 11; NCOA2 inhibitor: 18; TROY NFkB inh: 2; LRH-1 inv ag: -1; TLR9-MyD88 inh: -4; C8 TRAIL sens: 5; NOD2-RIPK2 inh: -6; COUP-TFII inh: -12; EBV LMP1 NFkB: 6; SRC3 inh: 22; NCOA1 inh: 13

The listing continues.
Results for Cc1nn(C)c(C)c1CNC(=O)Nc1ccc2c(c1)OCO2 ?
TWEAK-Fn14 inh: -20; NCOA2 inhibitor: -23; TROY NFkB inh: -37; LRH-1 inv ag: -47; TLR9-MyD88 inh: 2; C8 TRAIL sens: -30; NOD2-RIPK2 inh: 4; COUP-TFII inh: -28; EBV LMP1 NFkB: -12; SRC3 inh: -11; NCOA1 inh: -37

How did COc1ccc2nc(CC(C)(C)CC(=O)O)c[n+]([O-])c2c1 do in these assays?
TWEAK-Fn14 inh: -17; NCOA2 inhibitor: 1; TROY NFkB inh: 1; LRH-1 inv ag: 14; TLR9-MyD88 inh: -3; C8 TRAIL sens: 12; NOD2-RIPK2 inh: -10; COUP-TFII inh: -11; EBV LMP1 NFkB: -2; SRC3 inh: 5; NCOA1 inh: 2

How did O=C(c1ccc(Cl)c(F)c1F)N1CCCC1 do in these assays?
TWEAK-Fn14 inh: 19; NCOA2 inhibitor: 8; TROY NFkB inh: -37; LRH-1 inv ag: 21; TLR9-MyD88 inh: 1; C8 TRAIL sens: -26; NOD2-RIPK2 inh: -6; COUP-TFII inh: 6; EBV LMP1 NFkB: 3; SRC3 inh: -5; NCOA1 inh: 12

How did COc1cccc(C(=O)Nc2ccc3c(cc2=O)[C@@H](NC(C)=O)CCc2cc(OC)c(OC)c(OC)c2-3)c1 do in these assays?
TWEAK-Fn14 inh: 25; TROY NFkB inh: 29; LRH-1 inv ag: 25; TLR9-MyD88 inh: 3; C8 TRAIL sens: 0; NOD2-RIPK2 inh: 12; EBV LMP1 NFkB: 36; SRC3 inh: 15; NCOA1 inh: -6

Results for O=C(O)CCCNC(=O)CC1S/C(=N/N=C/c2ccccc2O)NC1=O (configuration not stated) ?
TWEAK-Fn14 inh: -5; NCOA2 inhibitor: 1; TROY NFkB inh: -5; LRH-1 inv ag: 7; TLR9-MyD88 inh: -3; C8 TRAIL sens: 0; NOD2-RIPK2 inh: -11; COUP-TFII inh: -7; EBV LMP1 NFkB: -18; SRC3 inh: 12; NCOA1 inh: -16

Results for CC1CCCC(C)N1C(=O)C1CC(c2ccc(F)cc2)=NO1 (configuration not stated) ?
TWEAK-Fn14 inh: -1; NCOA2 inhibitor: -40; TROY NFkB inh: -20; LRH-1 inv ag: -11; TLR9-MyD88 inh: -9; C8 TRAIL sens: 0; NOD2-RIPK2 inh: -8; COUP-TFII inh: 8; EBV LMP1 NFkB: -4; SRC3 inh: -16; NCOA1 inh: -24

Results for CCC(C)NC(=O)Cc1c(C)c2cc3c(cc2oc1=O)OC(C)(C)CC3 (configuration not stated) ?
TWEAK-Fn14 inh: -14; NCOA2 inhibitor: -35; TROY NFkB inh: -44; LRH-1 inv ag: -58; TLR9-MyD88 inh: -1; C8 TRAIL sens: 14; NOD2-RIPK2 inh: 5; COUP-TFII inh: -19; EBV LMP1 NFkB: -18; SRC3 inh: -47; NCOA1 inh: -23

Results for O=C(NC1CC1)c1cccc(-c2cncc3nccn23)c1 ?
TWEAK-Fn14 inh: -5; NCOA2 inhibitor: 2; TROY NFkB inh: -5; LRH-1 inv ag: -4; C8 TRAIL sens: -4; NOD2-RIPK2 inh: 6; COUP-TFII inh: 6; SRC3 inh: 1; NCOA1 inh: -6

What do the screens show for `O=C(O)c1ccc(-n2c(/C=C/c3cccc([N+](=O)[O-])c3)nc3ccccc3c2=O)cc1`?
TWEAK-Fn14 inh: 5; NCOA2 inhibitor: -6; TROY NFkB inh: 15; LRH-1 inv ag: 16; TLR9-MyD88 inh: 3; C8 TRAIL sens: -7; NOD2-RIPK2 inh: -5; COUP-TFII inh: 15; EBV LMP1 NFkB: 3; SRC3 inh: 11; NCOA1 inh: -3

How did Cc1ccccc1Nc1nc(N)nc(COC(=O)CCS(=O)(=O)c2ccc(Cl)cc2)n1 do in these assays?
TWEAK-Fn14 inh: -11; NCOA2 inhibitor: 12; TROY NFkB inh: -21; LRH-1 inv ag: 2; TLR9-MyD88 inh: -3; C8 TRAIL sens: 3; NOD2-RIPK2 inh: -13; COUP-TFII inh: -16; EBV LMP1 NFkB: -1; SRC3 inh: 5; NCOA1 inh: 8

Results for Cc1ccc2c(c1)/C(=N/O)CCS2 ?
TWEAK-Fn14 inh: 65*; NCOA2 inhibitor: -11; TROY NFkB inh: -12; LRH-1 inv ag: 5; TLR9-MyD88 inh: -1; C8 TRAIL sens: 2; NOD2-RIPK2 inh: -2; COUP-TFII inh: 8; EBV LMP1 NFkB: 8; SRC3 inh: -8; NCOA1 inh: -11

How did COc1cc(C2C(C#N)=C(C)NC(C)=C2C#N)cc(OC)c1OC do in these assays?
TWEAK-Fn14 inh: -4; NCOA2 inhibitor: 1; TROY NFkB inh: -14; LRH-1 inv ag: -4; TLR9-MyD88 inh: -3; C8 TRAIL sens: -6; NOD2-RIPK2 inh: -5; COUP-TFII inh: 8; EBV LMP1 NFkB: 9; SRC3 inh: -1; NCOA1 inh: 4
